Screening results: PubChem, The Scripps Research Institute Molecular Screening Center
PKA-R2B act: activators of PKA-R2B holoenzyme, primary screen, biochemical, fluorescence polarization, Cy5-IP20, human. cAMP-dependent protein kinase catalytic subunit beta (Homo sapiens) + cAMP-dependent …. PKA-R2B holoenzyme dissociation; R2B truncated from residue 108, S112A mutant; 0% DMSO only, 100% 113 µM cGMP. activation, % at 11.4 µM. 340,000 compounds, 0.079% hits. AID 504700, 2011;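 active = activation above a cutoff set at the mean over all compounds plus 3 SD, cut at about 18% in these data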;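 also: higher means more holoenzyme dissociation and a rise in polarization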
Target sequence (P31323 whole entry, looked up, other chains not shown, the tested form may be a part): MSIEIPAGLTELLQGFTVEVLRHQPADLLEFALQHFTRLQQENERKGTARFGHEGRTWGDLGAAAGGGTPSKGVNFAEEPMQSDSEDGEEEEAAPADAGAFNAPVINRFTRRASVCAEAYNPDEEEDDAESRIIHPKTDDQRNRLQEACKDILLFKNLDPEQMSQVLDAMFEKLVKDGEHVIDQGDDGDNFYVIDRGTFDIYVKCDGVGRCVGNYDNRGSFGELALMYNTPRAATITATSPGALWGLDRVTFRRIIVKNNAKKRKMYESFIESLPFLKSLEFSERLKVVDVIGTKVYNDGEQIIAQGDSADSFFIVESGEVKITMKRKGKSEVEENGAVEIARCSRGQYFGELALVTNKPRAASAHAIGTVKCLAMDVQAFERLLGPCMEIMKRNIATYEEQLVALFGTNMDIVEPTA
phage Ecoli inh: growth loss of phage-infected E. coli, primary screen, RecBCD inhibitor project, absorbance, with phage, HTS | 360,000 compounds, 0.26% hits | inhibition, % at 11.9 µM; in the data active = inhibition above about 11%
PKA-R1A act: activators of PKA-R1A holoenzyme, primary screen, biochemical, fluorescence polarization, Cy5-IP20, bovine R1A, mouse PKAc. activation, % at 11.4 µM. 340,000 compounds, 0.083% hits. PKA-R1A dissociation; scaled: DMSO 0%, 113 µM cGMP 100%. cAMP-dependent protein kinase type I-alpha regulatory subunit (Bos taurus) + …. AID 504707, 2011;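 active = percent activation above the mean of all tested compounds plus 3 SD, cut at about 19% in these data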;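 also: higher means more PKAc released from R1A so a rise in polarization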
Starred values were filed as active, the others as inactive. These rows are one share of the data. The share of hits here may be higher or lower than overall.

Screening C[C@@H]1CN([C@H](C)CO)C(=O)CCCn2nncc2CO[C@H]1CN(C)S(=O)(=O)c1cccc(F)c1 returned PKA-R2B act -6, phage Ecoli inh 3.4 and PKA-R1A act -2.
For C[C@@H]1CN([C@H](C)CO)C(=O)c2cc(Br)cnc2O[C@@H]1CN(C)C(=O)Nc1ccccc1 the results were PKA-R2B act -4, phage Ecoli inh 4.2 and PKA-R1A act -7.
Screening CC(NC(=O)c1ccc(Cl)c(S(=O)(=O)NC2CC2)c1)c1ccco1 (stereo not drawn) returned PKA-R2B act -6, phage Ecoli inh 4.9 and PKA-R1A act -8.
`CC(NC(=O)COC(=O)c1ccc2c(=O)n3c(nc2c1)CCCCC3)c1ccc(F)cc1` (stereo not drawn) gave PKA-R2B act 10, phage Ecoli inh 1.4 and PKA-R1A act 3.
For Cc1ccc(S(=O)(=O)N2C[C@H]3N(C(=O)OC(C)C)N(C(=O)OC(C)C)C[C@H](OC(=O)NCc4ccccc4F)[C@@]3(O)C2)cc1 the results were PKA-R2B act -9, phage Ecoli inh 1.0 and PKA-R1A act -15.
Screening N#Cc1ccccc1S(=O)(=O)N1CCN(c2nc(-c3ccccc3)nc3ccccc23)CC1 returned PKA-R2B act -5, phage Ecoli inh -0.6 and PKA-R1A act 4.
`O=C(O)c1ccsc1Cc1cccs1` gave PKA-R2B act -3, phage Ecoli inh 2.6 and PKA-R1A act 4.
Screening COc1ccc(-c2nnc(SCC(=O)N(C)C3CCS(=O)(=O)C3)n2CC(C)C)cc1 (stereo not drawn) returned PKA-R2B act 7, phage Ecoli inh -0.2 and PKA-R1A act 6.
For C#CCN(C[C@@H]1[C@@H](OC(=O)NCC2CCCCC2)[C@@H](OC(=O)NCC2CCCCC2)CN(C(=O)OC(C)C)N1C(=O)OC(C)C)S(=O)(=O)c1ccc(C)cc1 the results were PKA-R2B act -6, phage Ecoli inh 5.3 and PKA-R1A act 1.
Screening O=C1NC(Cc2ccc(O)cc2)c2nc3cc(F)c(F)cc3c(=O)n2-c2cc3ccccc3cc21 (stereo not drawn) returned PKA-R2B act -1, phage Ecoli inh 1.5 and PKA-R1A act -2.
Screening CCN(CC)C1CCN(C(=O)c2ccc(OC3CCN(C(=O)CCOC)CC3)cc2)C1 (stereo not drawn) returned PKA-R2B act -5, phage Ecoli inh 3.0 and PKA-R1A act -3.
Screening Cc1ccc(OCc2cc(C(=O)N3CCCC(C)C3)no2)cn1 (stereo not drawn) returned PKA-R2B act 7, phage Ecoli inh 2.8 and PKA-R1A act 6.
For COCC1CCN(C(=O)c2cc(COc3ccc(F)cc3Cl)on2)C1 (stereo not drawn) the results were PKA-R2B act 8, phage Ecoli inh 3.4 and PKA-R1A act 5.
For COc1ccc([C@H]2N[C@]3(CCCN(Cc4ccc(C)cc4)C3=O)[C@H]3C(=O)N(Cc4ccccc4)C(=O)[C@@H]23)cc1 the results were PKA-R2B act -5, phage Ecoli inh 0.6 and PKA-R1A act -3.
`COc1ncnc2c1ncn2CCCNCCCN1CCCC1=O` gave PKA-R2B act -8, phage Ecoli inh 2.8 and PKA-R1A act 4.
COc1ccc(NC(=O)CSc2nnc3n2CCCCC3)cc1OC was read as PKA-R2B act -9, phage Ecoli inh 1.5 and PKA-R1A act -7.
`C[C@@H]1CN([C@@H](C)CO)S(=O)(=O)c2ccc(Br)cc2O[C@H]1CN(C)C(=O)C1CCCCC1` gave PKA-R2B act -16, phage Ecoli inh 4.4 and PKA-R1A act -11.
COc1ccc([C@@H]2C[C@H]3[C@@H](CN2S(=O)(=O)c2ccccc2)C(=O)C[C@@H](c2ccccc2)N3S(=O)(=O)c2ccc(C)cc2)cc1 was read as PKA-R2B act 0, phage Ecoli inh 2.4 and PKA-R1A act 5.
For Cc1sc2ccccc2c1CNC[C@H]1O[C@@H](n2ccc(N)nc2=O)[C@H](O)[C@@H]1O the results were PKA-R2B act 2, phage Ecoli inh 2.5 and PKA-R1A act -3.
`COc1ccccc1-c1ccc([C@@H]2C[C@H]3[C@H](CON3C)CN2C(=O)c2ccco2)cc1` gave PKA-R2B act 1, phage Ecoli inh 2.7 and PKA-R1A act -5.
Screening COCC(=O)N1C[C@H]2CON(C)[C@H]2C[C@H]1c1cccc(-c2ccccc2OC)c1 returned PKA-R2B act 0, phage Ecoli inh 1.8 and PKA-R1A act -2.
CCOc1ccccc1N(CC(=O)NCCc1ccc(OC)cc1)S(=O)(=O)c1ccc(C)cc1 was read as PKA-R2B act 2, phage Ecoli inh 1.3 and PKA-R1A act -4.
Screening CC(C)NC(=O)N(C)C[C@H]1OCc2cnnn2CCCC(=O)N([C@H](C)CO)C[C@H]1C returned PKA-R2B act -7, phage Ecoli inh 0.9 and PKA-R1A act -1.
O=C(NC(Cc1c[nH]c2ccccc12)C(=O)O)c1cccc(S(=O)(=O)N2CCCCC2)c1 (stereo not drawn) was read as PKA-R2B act -7, phage Ecoli inh 0.2 and PKA-R1A act 7.
`COc1ccc(C=Cc2ccc3ccccc3n2)c(OC)c1` gave PKA-R2B act 9, phage Ecoli inh 3.2 and PKA-R1A act -3.
C[C@@H]1CN([C@@H](C)CO)S(=O)(=O)c2ccc(Br)cc2O[C@H]1CN(C)Cc1ccncc1 was read as PKA-R2B act 7, phage Ecoli inh 3.1 and PKA-R1A act 0.
`O=C(OC1C2C=CC1C1C(=O)NC21)c1ccccc1` (stereo not drawn) gave PKA-R2B act 1, phage Ecoli inh 3.0 and PKA-R1A act 1.
`C[C@H](CO)N1C[C@H](C)[C@H](CN(C)C(=O)c2ccccc2F)Oc2ncc(Br)cc2C1=O` gave PKA-R2B act 6, phage Ecoli inh 2.8 and PKA-R1A act 1.
`COC(=O)c1ccc2cc(OC)c(OC)cc2c1` gave PKA-R2B act -2, phage Ecoli inh 3.8 and PKA-R1A act 4.
O=C(Nc1ccc(Cl)cn1)c1ccccc1-c1ccccc1 was read as PKA-R2B act 4, phage Ecoli inh 3.2 and PKA-R1A act -2.
Screening CCOc1ccc(S(=O)(=O)N2CCCCC2)cc1NC(=O)C1CCCC1 returned PKA-R2B act -10, phage Ecoli inh 3.5 and PKA-R1A act 0.
`COCCn1c(=S)[nH]c2cc(C(=O)NC3CCCCCC3)ccc2c1=O` gave PKA-R2B act -4, phage Ecoli inh 2.9 and PKA-R1A act -4.
Screening CCC(C)C(=O)C(=O)N1CCC(n2nccc2NC(=O)CCOc2ccccc2)CC1 (stereo not drawn) returned PKA-R2B act -10, phage Ecoli inh 0.8 and PKA-R1A act 7.
Screening CC(C)[C@H](NC(=O)c1c(F)cccc1F)C(=O)OCC(=O)NNC(=O)c1ccccc1 returned PKA-R2B act -9, phage Ecoli inh -1.6 and PKA-R1A act -9.
Screening CCC/C=C/c1ccc(CN2C(C)C(=O)N(Cc3cn(Cc4ccco4)nn3)CCS2(=O)=O)cc1 (stereo not drawn) returned PKA-R2B act 6, phage Ecoli inh 5.7 and PKA-R1A act -7.
Screening COc1ccc(/C=C/C(=O)OCC(=O)N2c3ccccc3CC2C)cc1OC (stereo not drawn) returned PKA-R2B act 0, phage Ecoli inh 3.6 and PKA-R1A act 11.
For C[C@H]1CN([C@@H](C)CO)S(=O)(=O)c2ccc(Br)cc2O[C@@H]1CN(C)Cc1cccc(F)c1 the results were PKA-R2B act -4, phage Ecoli inh 3.5 and PKA-R1A act -3.
For C[C@H](CO)N1C[C@H](C)[C@@H](CN(C)C(=O)c2ccccc2)Oc2cc(C#C[C@@H](C)O)ccc2S1(=O)=O the results were PKA-R2B act 4, phage Ecoli inh -0.6 and PKA-R1A act -5.
Screening C[C@@H]1CCCCO[C@H](CN(C)C(=O)c2ccccc2)[C@@H](C)CN([C@H](C)CO)C(=O)c2cc(NC(=O)NC3CCCCC3)ccc2O1 returned PKA-R2B act -3, phage Ecoli inh 1.5 and PKA-R1A act 4.
`COc1ccccc1CN(C)C(=O)c1cc(S(=O)(=O)N2CCCCCC2)ccc1OC` gave PKA-R2B act -3, phage Ecoli inh 1.1 and PKA-R1A act -17.
Screening CC(=O)c1ccc(OCc2cn(CC(=O)c3ccc(O)cc3)nn2)c(C)c1 returned PKA-R2B act 1, phage Ecoli inh 3.8 and PKA-R1A act -7.
`O=C(NC1CCCc2c1cnn2-c1ccccc1F)c1ccncc1` (stereo not drawn) gave PKA-R2B act -8, phage Ecoli inh 1.9 and PKA-R1A act 4.
Screening COc1ccc(CNC(=O)O[C@H]2C[C@@H]3C(=O)N(c4ccccc4)C(=O)[C@@H]3[C@@H]3CN(S(=O)(=O)c4ccc(C)cc4)C[C@]23O)cc1OC returned PKA-R2B act -14, phage Ecoli inh 1.4 and PKA-R1A act -11.
Screening CNC(=O)C[C@H]1C(=O)N(c2ccccc2)C[C@@H]1Cc1ccccc1 returned PKA-R2B act -11, phage Ecoli inh 2.7 and PKA-R1A act -5.
S=C(NCCc1ccccc1)N1CCC2CC1c1c(Cl)cccc12 (stereo not drawn) was read as PKA-R2B act 4, phage Ecoli inh 1.6 and PKA-R1A act 4.
Screening Cn1c(=O)c2c(ncn2CC(=O)OCC(=O)c2ccc(Br)cc2)n(C)c1=O returned PKA-R2B act -16, phage Ecoli inh 1.2 and PKA-R1A act -6.
`COc1ccc(C(C)(C)C)cc1NC(=O)CN(C)C1=NS(=O)(=O)c2ccccc21` gave PKA-R2B act -1, phage Ecoli inh 5.4 and PKA-R1A act 0.
For Cc1ccc(S(=O)(=O)NCc2ccccc2)cc1C(=O)NCc1ccncc1 the results were PKA-R2B act -1, phage Ecoli inh 2.5 and PKA-R1A act -7.
CSc1nc(=O)[nH]nc1Sc1ccccc1 was read as PKA-R2B act 0, phage Ecoli inh 1.2 and PKA-R1A act 8.
`O=C(NCc1ccncc1)Nc1ccc(Cc2ccc(NC(=O)NCc3ccncc3)cc2)cc1` gave PKA-R2B act -11, phage Ecoli inh 0.2 and PKA-R1A act 4.
CCOc1ccc(Cc2c(O)nc(SC)[nH]c2=O)cc1 was read as PKA-R2B act 7, phage Ecoli inh 1.1 and PKA-R1A act -6.
`CCOC(=O)c1[nH]c(=S)n(-c2ccccc2)c1C(=O)OCC` gave PKA-R2B act 1, phage Ecoli inh -0.5 and PKA-R1A act 7.
`Cn1c(=O)c2c(ncn2CCOC(=O)C(C)(C)Oc2ccc(Cl)cc2)n(C)c1=O` gave PKA-R2B act 3, phage Ecoli inh 2.2 and PKA-R1A act 5.
Cc1cc(C(=O)COC(=O)Cc2c(F)cccc2Cl)c(C)n1C was read as PKA-R2B act 7, phage Ecoli inh 1.6 and PKA-R1A act 13.
Screening Cc1cccc(C)c1NC(=O)CN(c1c(C)cccc1C)S(C)(=O)=O returned PKA-R2B act 1, phage Ecoli inh 4.0 and PKA-R1A act 0.
Screening CC(=O)N(CC#CCN(C(C)=O)c1ccccc1)c1ccccc1 returned PKA-R2B act 10, phage Ecoli inh -1.3 and PKA-R1A act 2.
`C[C@@H]1CCCCO[C@H](CN(C)Cc2ccc(C(=O)O)cc2)[C@@H](C)CN([C@H](C)CO)C(=O)c2cc(NC(=O)CCC(F)(F)F)ccc2O1` gave PKA-R2B act -9, phage Ecoli inh -0.4 and PKA-R1A act -7.
For Cc1c(NC(=O)CSc2nnc(-c3ccncc3)n2C)c(=O)n(-c2ccccc2)n1C the results were PKA-R2B act -8, phage Ecoli inh 1.1 and PKA-R1A act 1.
Screening Cc1ccccc1CN1C[C@H]2CON(C)[C@H]2C[C@H]1c1cccc(Br)c1 returned PKA-R2B act 7, phage Ecoli inh 2.8 and PKA-R1A act -2.
Screening CCOC(=O)CN1CCC(C2(c3cc4ccccc4[nH]3)OCCO2)CC1 returned PKA-R2B act 4, phage Ecoli inh 3.6 and PKA-R1A act 7.
O=C(C[C@H]1C[C@H]2c3cc(NC(=O)CC4CC4)ccc3O[C@H]2[C@H](CO)O1)NCc1ccccc1F was read as PKA-R2B act -4, phage Ecoli inh 3.4 and PKA-R1A act -5.
For Cc1ccc(NCN2C(=O)c3ccccc3C2=O)cc1Cl the results were PKA-R2B act 8, phage Ecoli inh 1.5 and PKA-R1A act 4.

Entries listed so far that contain an NH in an aromatic ring (6):
O=C(NC(Cc1c[nH]c2ccccc12)C(=O)O)c1cccc(S(=O)(=O)N2CCCCC2)c1 (stereo not drawn) was read as PKA-R2B act -7, phage Ecoli inh 0.2 and PKA-R1A act 7.
`COCCn1c(=S)[nH]c2cc(C(=O)NC3CCCCCC3)ccc2c1=O` gave PKA-R2B act -4, phage Ecoli inh 2.9 and PKA-R1A act -4.
CSc1nc(=O)[nH]nc1Sc1ccccc1 was read as PKA-R2B act 0, phage Ecoli inh 1.2 and PKA-R1A act 8.
CCOc1ccc(Cc2c(O)nc(SC)[nH]c2=O)cc1 was read as PKA-R2B act 7, phage Ecoli inh 1.1 and PKA-R1A act -6.
`CCOC(=O)c1[nH]c(=S)n(-c2ccccc2)c1C(=O)OCC` gave PKA-R2B act 1, phage Ecoli inh -0.5 and PKA-R1A act 7.
Screening CCOC(=O)CN1CCC(C2(c3cc4ccccc4[nH]3)OCCO2)CC1 returned PKA-R2B act 4, phage Ecoli inh 3.6 and PKA-R1A act 7.
